# TDP1 cell noCPT: qHTS for Inhibitors of human tyrosyl-DNA phosphodiesterase 1 (TDP1): qHTS in cells in absence of CPT; 420,000 tested, 15% active; DT40 Tdp1-/- hTDP1 cells, no CPT, ATP luminescence, 48 h; Potency, µM (series often up to 46.2 µM), for inactives: at the highest dose activity change, negative = growth inhibition, most hits filed as inhibitors; AID 686978, 2013; further: nearly all actives have a fitted effect of over 55% in size
#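 Growth kinetics read by CellTiter-Glo luminescence after ≥48 hr at 37 °C. Cells: DT40 Tdp1-/- stably carrying human TDP1, 400 per well, compound exposure in the absence of CPT (DMSO vehicle).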
# TDP1 block: inhibitors of human tyrosyl-DNA phosphodiesterase TDP1; Q9NUW8; recombinant TDP1, AlphaScreen DNA substrate cleavage; Potency, µM (doses to about 130 µM), for inactives: top-dose activity change, negative = inhibition, most hits filed as inhibitors; 350,000 tested, 0.28% active; AID 485290; further: nearly all actives have a fitted effect of over 40% in size
# Target sequence (Q9NUW8 whole entry, looked up): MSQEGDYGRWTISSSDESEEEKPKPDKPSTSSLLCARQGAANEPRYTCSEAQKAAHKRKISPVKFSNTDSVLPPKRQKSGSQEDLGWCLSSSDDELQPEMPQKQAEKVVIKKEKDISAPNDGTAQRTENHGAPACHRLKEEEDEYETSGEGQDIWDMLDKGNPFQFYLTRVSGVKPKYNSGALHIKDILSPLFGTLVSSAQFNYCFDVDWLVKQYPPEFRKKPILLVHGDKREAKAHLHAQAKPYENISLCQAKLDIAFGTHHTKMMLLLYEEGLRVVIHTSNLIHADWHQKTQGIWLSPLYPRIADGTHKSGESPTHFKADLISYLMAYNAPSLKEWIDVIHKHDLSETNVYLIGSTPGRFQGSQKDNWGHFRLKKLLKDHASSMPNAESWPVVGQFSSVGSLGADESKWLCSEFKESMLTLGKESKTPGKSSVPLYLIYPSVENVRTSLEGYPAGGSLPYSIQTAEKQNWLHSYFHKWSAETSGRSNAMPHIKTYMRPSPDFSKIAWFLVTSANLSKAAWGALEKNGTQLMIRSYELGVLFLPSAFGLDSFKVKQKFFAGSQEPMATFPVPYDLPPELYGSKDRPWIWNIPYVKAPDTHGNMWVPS
#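 Recombinant human Tdp1 (E. coli-expressed, 1 nM final) preincubated with compounds 15 min at room temperature, then 5'-biotin/3'-phosphotyrosine-FITC DNA substrate (15 nM final) added for 5 min. AlphaScreen beads (10 ug/ml final) added 10 min; cleavage lowers signal.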
# GCN5L2 inh: inhibitors of human GCN5L2 histone acetyltransferase | Q92830 | GCN5L2 HAT assay, ThioGlo1 CoA-SH fluorescence | Potency, µM (top dose mostly 58.9 µM), for the others: at the top dose activity change, negative = inhibition, usual class: inhibitors | 390,000 tested, 0.21% active | AID 504327
#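 qHTS, 1536-well. 20nM enzyme, pH 7.5 HEPES/EDTA/Tween-20 buffer; 15 min compound preinc., RT. Start: 75uM H3(1-25), 70uM AcCoA, 50uM ThioGlo1. Read Ex340/Em540 at t=0 (autofluorescence flag) and t=20 min.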
# * = called active by the depositor; u = inconclusive; x = no result given; & = joins results of further samples; [ ] = dose if it differs, or a comment. The call rests on the fitted dose curve; in most records, active means well fitted curve in the direction sought with a large enough effect; inconclusive means small, poorly fitted or top-dose-only effect, or another doubt; inactive means no such curve, though single readings can be large; an effect the other way counts as inactive or inconclusive. On the % scale 0 is the no-effect control and ±100 the full control effect; potency means the concentration at half of the fitted maximal effect. Some of the compounds tested; the hit share may differ from the screen's.
SMILES,TDP1 cell noCPT,TDP1 block,GCN5L2 inh
CCN(CC)S(=O)(=O)c1ccc(C(=O)Nc2ccc(Cc3ccncc3)cc2)cc1,15µM*,-4%,-1%
COc1ccccc1Nc1nc(NCc2ccco2)c2ccccc2n1,21µM*,7%,-6%
Cc1c(-c2ccncc2)oc2ccc(Br)cc2c1=O,x,3%,-8%
O=Cc1c[nH]c2ccc(OCc3ccccc3)cc12,-19%,1%,-3%
CCn1cc(C(=O)Nc2cc(C)ccc2C)c(=O)c2ccc(C)nc21,x,-1%,26%
COc1cccc(C=Nc2ccccc2C(=O)Nc2ccccc2)c1O,0%,-1%,-10%
CCOc1ccc(CN2CCC(=O)NC2=O)cc1,-12%,2%,-1%
CCOC(=O)C1(CCc2ccccc2)CCN(Cc2cc(OC)c(OC)cc2OC)CC1,21µM*,x,4%
CCOC(=O)CCNC(=O)N1CCCC(C(=O)c2cc(C)c(OC)c(C)c2)C1 (stereo unspecified),u,x,-3%
COc1ccc(NC(=O)CSc2nnc(Cc3cccn3C)n2CCc2ccccc2)cc1OC,-28%,11%,-10%
CCOC(=O)Cn1c(O)c(N=NC(=O)CNC(=O)Cc2ccccc2)c2ccccc21,-27%,6%,-7%
CCCNC(=O)N1CCCN(S(=O)(=O)c2ccc3c(ccn3CC)c2)CC1,x,4%,-1%
Cc1cccc(NC(=O)CNC(=O)C(NC(=O)Cc2ccccc2)C(C)C)c1C (stereo unspecified),8%,0%,-4%
CCOc1ccc(NC(=O)CSC2=Nc3ccccc3C3=NC(CC(=O)NCc4ccccc4OC)C(=O)N23)cc1 (stereo unspecified),u,5%,-6%
Cc1c(Cl)cccc1NC(=O)[C@@]1(CC(=O)O)CC(/C=C/c2ccccc2)=NO1,-3%,x,1%
Cc1cc2nnc(SCC(=O)N3CCCCCC3)n2c(N)n1,5%,0%,0%
COC(=O)Cn1c(=O)c2c(nc3n2CCN3c2ccc(F)cc2)n(C)c1=O,-2%,0%,-11%
CCc1ccc(NC(=O)Cn2nc(C(=O)O)c3ccccc3c2=O)cc1,-9%,-2%[0.0935 µM],0%
CCOCCn1c(CN2CCC(C)CC2)nc2c1c(=O)n(C)c(=O)n2C,x,-8%,3%
COc1cc(C)c(NC(=S)Nc2cccc(Cl)c2)cc1OC,-23%,2%,-1%
CCOC(=O)c1sc(S(C)=O)c2c1CCc1conc1-2 (stereo unspecified),u,9%,-1%
O=C1CSC(c2ccccc2)N1CCc1ccccc1 (stereo unspecified),u,x,-27%
COc1ccc(N2C(=O)/C(=C\c3ccco3)N=C2SCC(=O)N(C(C)C)C(C)C)cc1Cl,16µM*,3%,-3%
CCOc1ccc(-n2nc(C(=O)N3CCN(CC)CC3)c3ccccc3c2=O)cc1,-3%,5%,-4%
COc1ccc(CCNC(=O)c2cc3c(=O)n4ccccc4nc3n(Cc3ccco3)c2=N)cc1OC,13µM*,2%,u

# No new results follow: an excerpt of the list.
SMILES,TDP1 cell noCPT,TDP1 block,GCN5L2 inh
CCN(CC)S(=O)(=O)c1ccc(C(=O)Nc2ccc(Cc3ccncc3)cc2)cc1,15µM*,-4%,-1%
COc1ccccc1Nc1nc(NCc2ccco2)c2ccccc2n1,21µM*,7%,-6%
Cc1c(-c2ccncc2)oc2ccc(Br)cc2c1=O,x,3%,-8%
O=Cc1c[nH]c2ccc(OCc3ccccc3)cc12,-19%,1%,-3%

# The list goes on:
SMILES,TDP1 cell noCPT,TDP1 block,GCN5L2 inh
COc1cccc(C(NC(=O)c2ccccc2F)NC(=O)c2ccccc2F)c1,-16%,-9%,-2%
C=CCNC(=S)N/N=C/c1ccc(C)cc1C,5.2µM*,-10%,-6%
COC(=O)N/N=C\c1cccc(OC(=O)c2cccs2)c1,6%,2%,-3%
O=C(COc1ccc(Br)cc1CNCCc1ccccc1)NCc1ccccc1,7.3µM*,3%,-3%
COc1ccc(NC(=S)NC(=O)Cc2ccccc2)cc1,19%,x,-10%
COc1cccc(N2CC(C(=O)Nc3c(C(N)=O)oc4ccccc34)CC2=O)c1 (stereo unspecified),u,1%,3%
O=C(OCC(=O)N1CCOCC1)c1cccc(F)c1,-14%,x,-1%
O=C1COC(c2ccccc2)C2CCCCN12 (stereo unspecified),u,-5%,-5%
CCOCCCNC(=O)c1cnc2sc(N3CCCCC3)nn2c1=O,1%,3%,-10%
COc1ccc(CNC(=O)CCc2c(C)nc3ncnn3c2C)cc1,2%,0%,-5%
CCC(=O)N/C(=N/c1nc(C)cc(C)n1)Nc1ccc(C)cc1,-21%,x,0%
COc1ccc(CCNc2ccc(C(CC(N)=O)NC(=O)c3cc(C)cc(C)c3)cc2[N+](=O)[O-])cc1 (stereo unspecified),-15%,x,2%
CCOC(=O)c1[nH]c(C)c(C(=O)Nc2cccc(Cl)c2C)c1C,16µM*,3%,6%
O=P(O)(CCc1ccccn1)CN1CCCCC1,u,2%,0%
Cc1cccc(CNc2ccnc(-c3ccc(C(=O)N(C)C)cc3)n2)c1,u,9%[56.1 µM],-5%
CC(=O)Nc1ccc(NC(=O)Nc2sc3nc4n(c(=O)c3c2C)CCC(C)CC4)cc1 (stereo unspecified),-9%,5%,-5%
Cn1c(=O)c2c(nc(NNC(=O)C(F)(F)F)n2C)n(C)c1=O,-2%,0%,10%
CCCCCc1ccc(-c2cn(Cc3cccc(OC)c3)nn2)cc1,u,x,-7%
Cc1nn(C(=O)c2c([N+](=O)[O-])cnn2C)c(C)c1Cl,-15%,8%,-8%
Cc1cccc(CNc2cc(-c3ccc(N(C)C)cc3)ncn2)c1,u,18%[56.1 µM],-18%
Brc1ccc(-c2nnc(-c3ccco3)o2)cc1,-1%,5%,-5%
CSc1ccc(C2Nc3cccc4cccc(c34)N2)cc1,u,x,-21%
CCc1c(C)sc(NC(=O)c2cc(CC(C)C)on2)c1C#N,-15%,-8%,-3%
Cn1nnc2cc(C(=O)NCCC3=CCCCC3)ccc21,-28%,5%,x
CCCCNC(=O)Cc1cc(=O)[nH]c(=O)[nH]1,-18%,x,0%

# The list goes on; the last 2 above are carried over.
SMILES,TDP1 cell noCPT,TDP1 block,GCN5L2 inh
Cn1nnc2cc(C(=O)NCCC3=CCCCC3)ccc21,-28%,5%,x
CCCCNC(=O)Cc1cc(=O)[nH]c(=O)[nH]1,-18%,x,0%
Cc1nc([N+](=O)[O-])c(Sc2nc3ccc([N+](=O)[O-])cc3[nH]2)n1Cc1ccccc1,8.2µM*,-1%,2%
CCCC1=C(C(=O)OCC)C(c2sccc2C)n2ncnc2N1 (stereo unspecified),-26%,3%,-4%
CCN(CC(=O)Nc1cccc(OC)c1)C(=O)c1ccncc1,-16%,7%,-2%
CCNC(=O)c1ccccc1-c1nc(-c2ccccc2Cl)no1,18µM*,7%,-2%
O=C(CNC(=O)c1ccco1)N/N=C/c1cc(Br)ccc1O,5.8µM*,-8%,-7%
CN(CCNC(=O)c1cn(C)c2ccc(S(=O)(=O)N3CCCC3)cc2c1=O)CCc1ccccc1,-24%,6%,-19%
O=c1c(N2CCOCC2)nsnc1N1CCOCC1,-26%,3%,-2%
Cc1coc2cc3oc(=O)c(CC(=O)NCc4ccc(F)cc4)c(C)c3cc12,5.8µM*,0%,-5%
Cc1nnc(SCC(=O)Nc2ccccc2)c2ccccc12,u,u,-4%
CNC[C@@H](CC1CCCCC1)NC[C@H](CC(C)C)NCCc1cccc(C(F)(F)F)c1,5.2µM*,x,-10%
Cc1nc(Cl)c2c(n1)N(CC(N)=O)C(=O)CO2,-2%,3%,1%
CCOC(=O)C(C)(C)N(Cc1ccccc1C)S(=O)(=O)c1ccc(Cl)c([N+](=O)[O-])c1,12µM*,8%,-8%
O=C(O)/C(=C\c1cccc(O)c1)c1ccc(S(=O)(=O)N2CCCC2)s1,u,x,-13%
CC(C)(C)C1CCc2oc3ccc(NS(=O)(=O)c4ccc(C(=O)O)cc4)cc3c2C1 (stereo unspecified),-10%,-3%,u
CCCCn1c(N)c(N(CC(C)C)C(=O)COC(=O)c2ccccc2NCCO)c(=O)[nH]c1=O,3%,0%,-5%
Cc1nn(C)c(C)c1CN(C)C(=O)C1CCC(=O)N(C2CCCCCC2)C1 (stereo unspecified),-4%,2%,-1%
Cc1cc(C)c2nc(N3C(=O)C(O)=C(C(=O)c4ccco4)C3c3ccc(O)cc3)sc2c1 (stereo unspecified),8%,5%,u
Cc1ccc(N=C2NC(=O)/C(=C/c3cn(C)c4ccccc34)S2)cc1C,18µM*,6%,-8%
O=C1/C(=C\c2ccc(O)cc2)SC(=S)N1/N=C/c1ccc(O)cc1,-1%,8%,u
COCc1cc(C)nc(N2CCOCC2)c1C#N,-1%,6%,-6%
Cc1cc(C(=O)N/N=C/c2cccc([N+](=O)[O-])c2)c(C)o1,-12%,-2%,-7%
CCOC(=O)c1c(NC(=O)CSc2cn(CCNC(=O)c3ccc(OC)cc3)c3ccccc23)sc2c1CCC2,-29%,7%,-12%
COc1cc(OC)c(NS(=O)(=O)c2cc3c(cc2C)N(C(C)=O)CCO3)cc1Cl,u,8%,-5%
CCCCN(C(=O)c1cc(CC)c(C)s1)c1c(N)n(CC(C)C)c(=O)[nH]c1=O,21%,-1%,-4%
CCCn1nnnc1NCc1ccccc1OCc1cccs1,-7%,-2%,1%

# Laid out differently: entries from further up
# Every second line gives: TDP1 cell noCPT, TDP1 block, GCN5L2 inh
- COc1ccc(CNC(=O)CCc2c(C)nc3ncnn3c2C)cc1
→ 2%, 0%, -5%
- Cc1nn(C)c(C)c1CN(C)C(=O)C1CCC(=O)N(C2CCCCCC2)C1 (stereo unspecified)
→ -4%, 2%, -1%
- Cc1cccc(CNc2ccnc(-c3ccc(C(=O)N(C)C)cc3)n2)c1
→ u, 9%[56.1 µM], -5%

# (listing goes on)
SMILES,TDP1 cell noCPT,TDP1 block,GCN5L2 inh
COc1ccc(C(=O)On2c(-c3ccc(Br)cc3)nc3ccccc3c2=O)cc1,18µM*,0%,-9%
O=C(CN1C(=O)NC2(CCCCCC2)C1=O)Nc1ccc(Cl)c([N+](=O)[O-])c1,u,0%,-8%
O=C(NNC(=O)C1COc2ccccc2O1)c1ccccc1O (stereo unspecified),16µM*,0%,-20%
Nc1nnc(CC(=O)Nc2ccccc2)s1,8%,-3%,-5%
COc1cc(/C=N/NC(=S)NC2CC3CCC2C3)ccc1O (stereo unspecified),u,9%,-5%
CC1=CCC2C(=O)N(c3ccc(C)cc3)C(=O)C2C1 (stereo unspecified),-10%,8%,-3%
CCOC(=O)c1c(NC(=O)CN2C(=O)NC3(CCC(C)CC3)C2=O)sc(C)c1-c1ccc(C)cc1 (stereo unspecified),18µM*,8%,2%
CCc1cc2c(CN(C)Cc3ccccc3F)cc(=O)oc2cc1O,15µM*,5%,-16%
O=C(NC1CCN(Cc2ccccc2)CC1)c1ccc(I)cc1,-12%&-2%,-5%,1%&-7%
O=C(Nc1ccc(S(=O)(=O)N2CCCCCC2)cc1)c1[nH]ncc1[N+](=O)[O-],x,6%,-4%
O=C(N/N=C\c1ccc(-c2ccccc2[N+](=O)[O-])o1)C1COc2ccccc2O1 (stereo unspecified),-12%,8%,0%
CCc1cccc(NC(=O)c2c(N3CCCC3=O)c3cc(C)ccc3n2C)c1,x,6%,-11%
CN1C(=O)c2cccc3c(S(=O)(=O)NCCc4ccccc4)ccc1c23,21µM*,4%,-5%
Nc1ccc(NC(=S)Nc2ccccc2)cc1,-1%,6%,3%
COc1ccc(NC(=O)CCCc2ccccc2)cc1OC,-23%,2%,-5%
COCCN(Cc1cc2cc3c(cc2nc1Cl)OCO3)C(=O)Nc1ccc(F)cc1,11µM*,0%,-12%
CN1CCN(c2ccc(NC(=O)c3sc4ccccc4c3Cl)cc2)CC1,13µM*,5%,-8%
COc1cccc(-c2onc3ccc(C(C)=O)cc23)c1,-8%,x,-17%
COc1ccc(Cn2cccc(NC(=O)Nc3ccc(C#N)cc3)c2=O)cc1,-25%,-7%,2%
CCn1c(CSc2ncccn2)nnc1SCC(=O)N1c2ccccc2CC1C (stereo unspecified),-8%,10%,3%
COc1cc(C(=O)NCCC(C)C)ccc1OCc1ccc(Cl)cc1Cl,u,-3%,-9%
CS(=O)(=O)N(Cc1ccccc1)c1ccc(C(=O)NCCSc2ccccn2)cc1,-11%,-3%,-7%
CCOc1ccc(-c2cc(CCCC(=O)NCCc3cc(OC)c(OC)c(OC)c3)no2)cc1,u,6%,1%
Cc1nc2ncnn2c(C)c1CCC(=O)N1CCN(C(=O)c2ccco2)CC1,-21%,2%,1%
COc1ccc(OC)c(C2=NOC(C(=O)NCC3CCCO3)C2)c1 (stereo unspecified),-3%,-11%,-2%
O=C(Nc1cc(Cl)ccc1Cl)c1ccco1,-5%,x,-5%

# Source: PubChem BioAssay (National Center for Advancing Translational Sciences (NCATS))
